Screens: PubChem, National Center for Advancing Translational Sciences (NCATS)
HEK cytotox – Cytotoxic Profiling in HEK 293 Cell Line of Diverse Libraries Using Quantitative High-Throughput Screening | Potency, µM (series often up to 115 µM), for the others: at the highest dose activity change, negative = cytotoxicity, actives largely listed as inhibitors | HEK 293 viability, ATP luminescence (CellTiter-Glo), 48-72 h | 94,000 compounds, 6.6% hits; note: potency is the fitted concentration of half-maximal effect; nearly all actives have a fitted effect of over 60% in size
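qHTS cytotoxicity; HEK 293, 250 cells/well; compound pinned; 48 or 72 hr, 37 degree Celsius, 5% CO2, 95% humidity; CellTiter-Glo, 10 min RT; luminescence (ATP).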
Luciferase inh – Firefly luciferase inhibition profiling of diverse chemical library using quantitative high-throughput screening; purified P. pyralis luciferase, luminescence, biochemical; Luciferin 4-monooxygenase (Photinus pyralis), P08659; Potency, µM (highest dose often 115 µM), without a hit: at the highest dose activity change, negative = inhibition, actives largely listed as inhibitors; 76,000 compounds, 2.5% hits; note: potency is the fitted concentration of half-maximal effect; nearly all actives have a fitted effect of over 65% in size
Target sequence (P08659 whole entry, looked up): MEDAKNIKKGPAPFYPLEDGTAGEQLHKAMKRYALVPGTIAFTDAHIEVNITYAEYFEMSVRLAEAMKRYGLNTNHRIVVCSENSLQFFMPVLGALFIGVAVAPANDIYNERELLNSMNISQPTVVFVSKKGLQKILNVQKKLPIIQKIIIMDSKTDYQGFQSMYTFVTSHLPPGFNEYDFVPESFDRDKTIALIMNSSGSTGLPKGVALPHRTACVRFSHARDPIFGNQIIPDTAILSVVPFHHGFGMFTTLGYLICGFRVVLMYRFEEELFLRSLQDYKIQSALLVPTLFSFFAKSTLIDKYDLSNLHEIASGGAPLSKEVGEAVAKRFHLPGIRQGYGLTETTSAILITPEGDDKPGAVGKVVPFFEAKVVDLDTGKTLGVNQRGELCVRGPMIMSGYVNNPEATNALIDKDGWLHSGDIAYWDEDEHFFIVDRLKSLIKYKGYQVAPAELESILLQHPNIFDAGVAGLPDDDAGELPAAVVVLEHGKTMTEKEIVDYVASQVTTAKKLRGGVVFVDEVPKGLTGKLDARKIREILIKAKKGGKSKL
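Cell-free enzyme assay, 10nM P. pyralis luciferase, luciferin and ATP each at 10uM. Inhibition profiled over a 6-point titration, read as luminescence.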
SNCA expr inhib – Primary qHTS assay for inhibitors of alpha-synuclein gene (SNCA) expression; HEK-293 SNCA-luciferase knock-in, luminescence, 24 h; Potency, µM (highest dose often 57.2 µM), for inactives: top-dose activity change, negative = inhibition, hits mostly inhibitors; 140,000 compounds, 0.17% hits; AID 1671194, 2021;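 note: potency is the fitted concentration of half-maximal effect; plate controls were DMSO cells for no effect and cell-free wells for full effect; nearly all actives have a fitted effect of over 45% in size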
GPT2 inhibitor – Primary qHTS assay for inhibitors of Glutamate pyruvate transaminase 2 (GPT2). 100,000 compounds, 0.25% hits. Recombinant GPT2, coupled pyruvate oxidase/HRP Amplex Red fluorescence. Potency, µM (titrated, usually from 57.7 µM), inactives show at the highest dose activity change, negative = inhibition, most hits filed as inhibitors; note: potency is the fitted concentration of half-maximal effect; nearly all actives have a fitted effect of over 60% in size; many of its hits are not listed in these tables
Target sequence (Q8TD30 whole entry, looked up): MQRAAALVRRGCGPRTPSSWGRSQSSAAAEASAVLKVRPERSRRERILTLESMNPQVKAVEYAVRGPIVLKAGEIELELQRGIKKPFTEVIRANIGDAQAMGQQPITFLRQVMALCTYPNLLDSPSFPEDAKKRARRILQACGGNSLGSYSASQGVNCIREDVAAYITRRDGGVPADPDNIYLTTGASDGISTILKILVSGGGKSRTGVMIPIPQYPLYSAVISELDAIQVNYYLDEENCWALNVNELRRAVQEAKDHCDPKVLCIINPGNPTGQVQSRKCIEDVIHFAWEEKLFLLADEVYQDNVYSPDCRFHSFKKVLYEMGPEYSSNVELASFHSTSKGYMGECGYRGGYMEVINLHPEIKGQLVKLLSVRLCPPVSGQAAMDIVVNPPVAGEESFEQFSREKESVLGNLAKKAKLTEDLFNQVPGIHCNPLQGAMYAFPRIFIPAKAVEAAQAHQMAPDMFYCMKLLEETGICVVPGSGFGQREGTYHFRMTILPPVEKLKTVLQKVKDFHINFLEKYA
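Fluorescence of coupled pyruvate oxidase/HRP/Amplex Red system (50uM Amplex, 30 min, dark) reports pyruvate formed by GPT2. Enzyme reaction: 10ng/uL GPT2, 2mM L-alanine, 250uM a-KG, 30 min room temperature, pH 7.5; 50uM AOA control.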
SNCA viab count – GF-AFC viability counterscreen for inhibitors of alpha-synuclein gene (SNCA) expression. HEK-293-SNCA-luc viability, GF-AFC fluorescence, 24 h. Potency, µM (highest dose often 57.1 µM), inactives show at the top dose activity change, negative = cytotoxicity, most hits filed as cytotoxic. 150,000 compounds, 0.12% hits. AID 1671193, 2021;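 note: potency is the fitted concentration of half-maximal effect; 0% = DMSO-treated cells and -100% = medium-only wells without cells; nearly all actives have a fitted effect of over 30% in size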
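Cytotoxicity counterscreen: after 24 h compound treatment of genome-edited SNCA-luciferase HEK-293 cells, live-cell protease substrate GF-AFC read by fluorescence after 30 min; activity scaled between DMSO (0%) and medium-only (-100%), curves Hill-fitted.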
3T3 cytotox – Cytotoxic Profiling in NIH 3T3 Cell Line of Diverse Libraries Using Quantitative High-Throughput Screening; NIH 3T3 viability, CellTiter-Glo ATP luminescence, 48-72 h; Potency, µM (top dose mostly 96.7 µM), without a hit: at the highest dose activity change, negative = cytotoxicity, most hits filed as inhibitors; 94,000 compounds, 4.3% hits; note: potency is the fitted concentration of half-maximal effect; nearly all actives have a fitted effect of over 55% in size
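Mouse fibroblast NIH 3T3 cells, 400 per well, received compound via pintool and were incubated for 48 or 72 hr prior to CellTiter-Glo ATP luminescence measurement.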
IP6K1 inh – Primary qHTS assay for small molecule inhibitors of Inositol hexaphosphate kinase 1 (IP6K1) | 140,000 compounds, 0.81% hits | activity change, % (series mostly up to about 58 µM) | Inositol hexakisphosphate kinase 1 (Homo sapiens), Q92551 | IP6K1 kinase, ADP-Glo luminescence, 2 h; stronger effect = lower value | AID 1645851, 2021; in the data active = activity change below about -25%
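ADP-Glo luminescence measures ADP made by human IP6K1 during a 2 h RT reaction with ATP/IP6 (mix at 1.3 mM/130 uM); top library doses 57.5 and 19.1 uM final.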
* = called active by the depositor; i = inactive; u = inconclusive; x = no result given; & = joins results of further samples; [ ] = another dose, or the depositor's remark. Unless noted, calls come from the whole dose curve; as a rule, active = well fitted curve in the direction sought with a large enough effect; inconclusive = small, poorly fitted or top-dose-only effect, or another doubt; inactive = no such curve, though single readings can be large; an effect the other way counts as inactive or inconclusive. Unless noted, % is set by controls: 0 for no effect and ±100 for the full control effect. The list is partial, so the mix of outcomes need not match the whole.

SMILES	HEK cytotox	Luciferase inh	SNCA expr inhib	GPT2 inhibitor	SNCA viab count	3T3 cytotox	IP6K1 inh
COc1ccc(N2CCN(C3CCCN(C(=O)C(C)(C)N)C3)CC2)cc1 (stereo not given)	1%	4%	-10%	u	8%	2%	2
O=C(NCc1ccccc1)C(=O)NCC(c1ccco1)S(=O)(=O)c1cccs1 (stereo not given)	x	x	-13%	x	5%	x	-5
COc1ccc(C(=O)N2CCC[C@H]2c2nc(-c3ccc(OC)cc3)no2)cc1	u	-14%	28%	-7%	-27%	-22%	-2
O=C(Cc1c[nH]c2ncc(-c3cccc(CO)c3)cc12)NCc1cccnc1	-22%[172 µM]	-14%[172 µM]	28%[87.6 µM]	3%[88.5 µM]	-4%[87.6 µM]	u	-10
O=C(CSc1nc2c([nH]c3ccccc32)c(=O)n1-c1ccc(F)cc1)N1CCCCCC1	x	x	3%	x	2%	x	-9
O=C1Cc2c(-c3cc4ccccc4o3)n[nH]c2CN1Cc1ccccc1	u	-3%[172 µM]	-25%[87.6 µM]	-1%[88.5 µM]	-6%[87.6 µM]	u	5
Cc1ccc(CN2CCC(CNc3nccc(-c4ccccn4)n3)CC2)o1	u	-2%	7%	-11%	-6%	u	-5
COc1ccccc1NC(=O)Cn1c(SCC(=O)Nc2ccc(F)cc2)nc2ccccc21	x	x	-9%	x	-13%	x	5
COc1ccc(CN2C(=O)C3(CCOCC3)CC2c2nnnn2C(C)(C)C)cc1 (stereo not given)	i	-9%	2%	i	-7%	-10%	-1
COc1ccc(S(=O)(=O)N(Cc2nc(-c3cccc(C)c3)no2)C2CCCCC2)cc1	x	x	1%	x	-2%	x	-3
COc1ccc(CNC(=O)Cn2ccn3nc(-c4ccccc4)c(CO)c3c2=O)cc1OC	u	-9%	-2%	i	-16%	-9%	20
C=C1C(OC(C)=O)CCC2(C)CCC(C(C)(C)O)CC12 (stereo not given)	x	x	x	i	-11%	x	10
CN(CC1CCOCC1)C(=O)c1ccc(Br)cc1	-12%	-19%	6%	i	6%	-13%	30
O=C1NCCCCCCN(C(=O)COc2ccccc2)[C@H]2C[C@H](c3nc(-c4cnccn4)no3)C[C@@H]12	u	-3%	-19%	-5%	-17%	-17%	5
COCCn1c(C)cnc1CCNS(=O)(=O)c1c(C)noc1C	u	-7%	6%	i	10%	-29%	-5
COc1ccc(CC(=O)N2CCc3nc(C(C)C)nc(-c4ccc(O)cc4)c3CC2)cc1	-24%	x	3%	i	-29%	u	10
COc1cc(C(=O)Nc2nc3nc(-c4ccccc4)cc(=O)n3[nH]2)cc(OC)c1OC	x	x	-27%	x	1%	x	11
CCOc1ccc(CCNC(=O)c2cc3c(-c4ccccc4F)nn(C)c3s2)cc1	x	x	-12%	x	9%	x	17
Cc1cn(CC(=O)NC2CCOC3(CCOCC3)C2)c(=O)[nH]c1=O (stereo not given)	i	-9%	5%	-15%	4%	-10%	-1
Clc1ccc(-c2cnc3n2C[C@H](CNCc2cccnc2)OC3)cc1	u	-19%[172 µM]	22%[87.6 µM]	i	4%[87.6 µM]	u	1
Cc1ccc(C(=O)OCc2cc(=O)n3nc(-c4cccs4)sc3n2)cc1	x	x	8%	x	u	x	2
Cc1ccc(C(=O)N2CCCC3(CN[S+](=O)([O-])c4cccnc4N3)C2)cc1 (stereo not given)	-13%	x	x	x	x	-10%	1
CCn1c(=O)c2sccc2n2c(CCCC(=O)N3CCN(c4cc(C)ccc4C)CC3)nnc12	x	x	28%	x	-2%	x	27
Cc1ccc(Nc2ncnc3c2nc2n3CCCC2)cc1F	x	x	197%[activator]	x	1%	x	-15
CCOc1ccccc1C1NC(=O)N(CC(=O)Nc2c(C)cc(C)cc2C)C2=C1C(=O)OC2 (stereo not given)	-16%	1%	-31%	-5%	-7%	i	0

Some of the entries so far, with each value named.
> Cc1cn(CC(=O)NC2CCOC3(CCOCC3)C2)c(=O)[nH]c1=O (stereo not given)
  HEK cytotox = i | Luciferase inh = -9% | SNCA expr inhib = 5% | GPT2 inhibitor = -15% | SNCA viab count = 4% | 3T3 cytotox = -10% | IP6K1 inh = -1
> Cc1ccc(C(=O)N2CCCC3(CN[S+](=O)([O-])c4cccnc4N3)C2)cc1 (stereo not given)
  HEK cytotox = -13% | Luciferase inh = x | SNCA expr inhib = x | GPT2 inhibitor = x | SNCA viab count = x | 3T3 cytotox = -10% | IP6K1 inh = 1
> COc1cc(C(=O)Nc2nc3nc(-c4ccccc4)cc(=O)n3[nH]2)cc(OC)c1OC
  HEK cytotox = x | Luciferase inh = x | SNCA expr inhib = -27% | GPT2 inhibitor = x | SNCA viab count = 1% | 3T3 cytotox = x | IP6K1 inh = 11
> CN(CC1CCOCC1)C(=O)c1ccc(Br)cc1
  HEK cytotox = -12% | Luciferase inh = -19% | SNCA expr inhib = 6% | GPT2 inhibitor = i | SNCA viab count = 6% | 3T3 cytotox = -13% | IP6K1 inh = 30

Other records
SMILES	HEK cytotox	Luciferase inh	SNCA expr inhib	GPT2 inhibitor	SNCA viab count	3T3 cytotox	IP6K1 inh
COc1cc2c(cc1OC)CN(CCc1ccc(NC(=O)c3cc(OC)c(OC)cc3NC(=O)c3cnc4ccccc4c3)cc1)CC2	x	x	38%[activator]	u	-11%&-15%	x	-5
COc1ccccc1NC(=O)N1CCN2C(=O)NC[C@H]2C1	-4%[230 µM]	10%[230 µM]	22%[87.6 µM]	i	3%[87.6 µM]	u	4
Cc1ocnc1C(=O)N1CCC2(CCC(=O)N(CC(C)O)C2)CC1 (stereo not given)	1%	-2%	4%	i	8%	-2%	6
COc1ccc(S(=O)(=O)N2CCCN(C)c3ccccc32)cc1Cl	u	0%	-4%	-2%	-3%	u	-6
CN1C[C@@H](NS(=O)(=O)c2ccccc2)C[C@H]1c1nc(-c2ccc(F)cc2)no1	100µM*	u	56%[activator][87.6 µM]	3%[88.5 µM]	-15%[87.6 µM]	u	12
Cc1ccc(-c2cc(O)c3c(c2)CNCCO3)cc1	u	u	121%[activator]	-14%	7%	u	12
Cn1cc(CN2C[C@H](C(=O)Nc3ccncn3)C[C@@H]2c2cccc(C(F)(F)F)c2)cn1	u	-15%[172 µM]	-13%[87.6 µM]	-22%[88.5 µM]	-1%[87.6 µM]	u	6
Cc1ccsc1C(=O)NCCC1CCN(C(=O)Nc2ccccc2)CC1	-22%	-21%	7%	i	-4%	-14%	-3
CNS(=O)(=O)c1cn(CC(=O)N2CCN(c3cc(C)ccc3C)CC2)cc1S(=O)(=O)NC	x	x	-9%	x	3%	x	21
N#Cc1cccc(-c2c(C(=O)NC3CCCCC3)nc3sccn23)c1	-7%[172 µM]	x	25%[87.6 µM]	i	12%[87.6 µM]	-20%[138 µM]	-1
COc1ccc(NC(=O)CCc2nnc3n(Cc4ccc(C)cc4)c(=O)c4ccccc4n23)cc1	x	x	u	x	10%	x	-16
O=C(O)c1ccc(CN2C[C@H](O)C[C@H]2c2nc(C3CC3)no2)cc1	-3%[172 µM]	-4%[172 µM]	2%[87.6 µM]	-12%[88.5 µM]	3%[87.6 µM]	1%[174 µM]	1
NC(=O)[C@H](Cc1ccccc1)NC(=O)[C@H](CCCN=C(N)N)NC(=O)C12CC3CC(CC(C3)C1)C2	x	x	x	-5%[11.5 µM]	-20%[12.5 µM]	x	-1
COc1ccccc1[C@@H]1CN(C(=O)c2cc(C(C)C)[nH]n2)C[C@H]1C(=O)O	-2%	-5%	-2%	-34%	-4%	-14%	14
CCOc1cccc(CN2CCC3(CC2)CN(C)CC3COC)c1 (stereo not given)	u	-16%	9%	-14%	-19%	u	2
O=c1n(CC2CC2)nc2n1CCC(NS(=O)(=O)Cc1ccccc1)CC2 (stereo not given)	-4%	6%	9%	i	5%	-9%	7
COc1ccc(NC(=O)C2CCCN(c3cnn(C)c(=O)c3)C2)cc1 (stereo not given)	-2%	-12%	20%	i	10%	-15%	20
Cc1nc2sccn2c(=O)c1CCN1CCC(=C(c2ccccc2)c2ccc(F)cc2)CC1	x	x	-1%	i	4%	x	x
COCCN1Cc2cccc(C(=O)Nc3ccc(C(=O)OC)cc3)c2C1=O	x	x	3%	x	7%	x	3
O=C(c1cccc(OC2CN(C3CCN(Cc4ccccc4)CC3)C2)c1)N1CCOCC1	-23%	0%	-8%	i	10%	-29%	-12
O=C(NC1C[C@H]2CC[C@@H](C1)N2C(=O)COc1ccccc1)c1ccncc1 (stereo not given in full)	-13%	-6%	u	i	6%	-10%	33
COc1ccc(OC)c(NC(=O)Cn2c(=O)oc3cc(S(=O)(=O)NCc4ccccc4)ccc32)c1	x	x	17%	x	19%	x	23
COc1cccc(CNC(=O)c2cc(-c3ccc(Cl)cc3Cl)nc3c2cnn3C)c1	u	x	u	i	-11%	u	4
CC(C)NC(=O)C1CCc2nnc(C(C)(C)C)n21 (stereo not given)	4%[172 µM]	x	13%&-12%[87.6 µM]	-5%[88.5 µM]	3%&9%[87.6 µM]	0%[138 µM]	4&-12
O=C(Cc1cccc(F)c1)NCC1COc2ncncc2C(=O)N1Cc1ccccc1 (stereo not given)	-10%[172 µM]	-9%[172 µM]	3%[87.6 µM]	1%[88.5 µM]	1%[87.6 µM]	u	0
The listing continues:
SMILES	HEK cytotox	Luciferase inh	SNCA expr inhib	GPT2 inhibitor	SNCA viab count	3T3 cytotox	IP6K1 inh
CCOC(=O)[C@@H]1[C@@H](OC(N)=O)C(=O)N(Cc2ccccc2)C12CCN(C(=O)CC(C)C)CC2	u	x	x	x	x	-9%	-2
O=C(c1c(-c2cncnc2)cc(=O)n2c1CCCC2)N1CCC(Cc2ccccc2)CC1	-8%	x	-16%	u	12%	-11%	0
COCC1(CNc2cc(C3CC(O)C3)nc(C)n2)CCCC1 (stereo not given)	u	9%	-12%	-1%	-5%	-28%	18
CCc1ccccc1NC(=O)c1ccc2c(c1)CCCN2S(C)(=O)=O	x	x	86%[activator]	x	9%	x	-10
COCCN1CCNc2nc(COc3cccc(C#N)c3)n(Cc3ccccc3)c2C1=O	u	-6%[172 µM]	-1%[87.6 µM]	0%[88.5 µM]	-1%[87.6 µM]	-17%[138 µM]	-9
CCCCCC(=O)N1C[C@@H](C(=O)OCC)[C@@H]2Oc3cc(OC)ccc3[C@@H]21	u	x	x	x	x	u	6
COc1ccc(CNC(=O)Cn2nc(C)c3c(C)n(-c4ccccc4)nc3c2=O)cc1OC	x	x	1%	x	5%	x	27
Cc1ccccc1N(C)S(=O)(=O)c1nnc(NC(=O)c2ccco2)s1	x	x	u	x	-2%	x	-7
